USP2a inh: USP2a (human) protease inhibition | O75604 | 330,000 tested, 0.01% active | USP2 core, Ub-CHOP2 coupled fluorogenic reporter, 485/531 | Potency, µM (series often up to 38.3 µM), without a hit: at the highest dose activity change, negative = inhibition, usual class: inhibitors | AID 463254;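 note: potency is the fitted concentration of half-maximal effect; plate controls were DMSO wells for no effect and full inhibition by NEM control for full effect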
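Cell-free coupled assay: 10nM USP2 core preincubated 30min RT with compound in Tris-HCl pH 8.0/CaCl2/CHAPS buffer, then 25nM Ub-CHOP2 and 25nM reporter substrate; fluorescence (Ex 485/Em 531) read after 60min RT, normalized to NEM inhibition, concentration-response curves fitted.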
TRPV1 ag: agonists of human vanilloid receptor 1 (TRPV1). TRPV1-expressing cells, Fluo-8 calcium influx, agonist mode. activation, % at 8.33 µM. 320,000 tested, 0.19% active. AID 540275; in the data active = activation above about 80%; inconclusive = between about 30% and that limit; note: 0% is about no effect
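Fluo-8 calcium influx in TRPV1-expressing cells, kinetic read (ex 480/em 520 nm). Compound added and read 3 min for agonist activity, followed by capsaicin at EC20 final and 2 min further read for enhancement.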
KCNH2 WT inh: blocks the wildtype human KCNH2 potassium channel. activity change, % at 1.84 µM. U2OS, BacMam KCNH2, thallium flux FluxOr; stronger effect = lower value. 340,000 tested, 0.37% active. Q12809;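 active = maximum activity change below -70%; inconclusive = maximum activity change between -70% and -50%; inactive = maximum activity change above -50%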; note: % is set by controls: 0 for no effect and ±100 for the full control effect
Target sequence (Q12809 whole entry, looked up): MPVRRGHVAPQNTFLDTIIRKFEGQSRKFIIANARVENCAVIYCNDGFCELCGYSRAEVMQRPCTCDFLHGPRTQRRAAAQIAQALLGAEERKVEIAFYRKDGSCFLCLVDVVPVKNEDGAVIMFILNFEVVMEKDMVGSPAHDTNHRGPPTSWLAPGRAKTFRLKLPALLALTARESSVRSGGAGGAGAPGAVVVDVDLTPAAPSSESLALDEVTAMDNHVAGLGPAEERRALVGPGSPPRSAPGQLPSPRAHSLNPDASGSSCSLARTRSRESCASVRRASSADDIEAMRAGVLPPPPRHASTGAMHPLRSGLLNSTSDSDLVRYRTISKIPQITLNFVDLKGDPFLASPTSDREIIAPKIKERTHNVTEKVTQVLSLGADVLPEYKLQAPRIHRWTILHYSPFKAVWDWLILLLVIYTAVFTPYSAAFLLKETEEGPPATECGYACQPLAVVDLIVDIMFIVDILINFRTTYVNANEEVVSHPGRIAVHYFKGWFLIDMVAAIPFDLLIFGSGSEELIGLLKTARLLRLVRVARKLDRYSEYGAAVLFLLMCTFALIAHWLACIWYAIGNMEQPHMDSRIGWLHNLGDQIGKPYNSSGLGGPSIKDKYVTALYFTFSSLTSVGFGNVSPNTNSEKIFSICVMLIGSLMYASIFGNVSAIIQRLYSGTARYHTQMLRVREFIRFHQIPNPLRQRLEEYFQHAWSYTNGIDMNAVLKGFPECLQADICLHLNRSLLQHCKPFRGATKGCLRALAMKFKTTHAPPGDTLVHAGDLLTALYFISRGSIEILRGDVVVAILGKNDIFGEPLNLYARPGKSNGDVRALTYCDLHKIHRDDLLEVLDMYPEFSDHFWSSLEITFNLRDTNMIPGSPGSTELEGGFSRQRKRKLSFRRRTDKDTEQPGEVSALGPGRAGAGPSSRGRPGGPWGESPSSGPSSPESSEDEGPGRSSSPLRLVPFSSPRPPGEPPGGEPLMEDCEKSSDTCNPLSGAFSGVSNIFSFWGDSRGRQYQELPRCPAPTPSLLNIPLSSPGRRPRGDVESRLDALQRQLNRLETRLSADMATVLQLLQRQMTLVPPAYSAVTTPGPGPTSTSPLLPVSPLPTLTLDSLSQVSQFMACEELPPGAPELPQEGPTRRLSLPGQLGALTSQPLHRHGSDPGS
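U2OS cells transduced with wild-type KCNH2 virus are loaded with FluxOr dye for 45 min, and thallium flux is measured in kinetic reads before and after stimulation buffer. Rate constants are normalized to DMSO controls.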
Eya2 phos inh: blocks the phosphatase activity of human Eya2. recombinant Eya2, OMFP fluorescence dephosphorylation (OMFP is methylfluorescein phosphate). Potency, µM (series often up to 76.9 µM), inactives show at the top dose activity, negative = inhibition, most hits filed as inhibitors. 330,000 tested, 0.006% active; note: potency is the fitted concentration of half-maximal effect; % is set by controls: 0 for no effect and ±100 for the full control effect
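Eya2 (0.2 uM) preincubated 10 min at ambient with compound, then OMFP substrate added at 50 uM; 10 min reaction in 50 mM HEPES pH 7.5, 50 mM NaCl, 5 uM MgCl2, 0.05% BSA, 1 mM DTT. Fluorescence read at Ex 485/Em 525 nm.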
A-T KAP1 phos: potential ataxia-telangiectasia treatments restoring KAP-1 phosphorylation. 320,000 tested, 0.19% active. […] A-T fibroblasts, KAP-1 phosphorylation AlphaLISA; neocarzinostatin DNA damage 30 min before lysis. Potency, µM (titrated, usually from 57.5 µM), without a hit: at the top dose activation, actives largely listed as activators; note: potency is the fitted concentration of half-maximal effect; % of control where 0% means no effect; nearly all actives have a fitted effect of over 45% in size
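ATM-like activity read as KAP-1 phosphorylation via AlphaLISA donor/acceptor antibody pairs after lysis and 6 hr at 25C. Cells were ATM-null patient fibroblasts ([…], hTERT), dosed 60 min, then exposed to the DSB inducer NCS for 30 min.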
KCNH2 3.1 inh: blocks the human KCNH2 3.1 channel isoform. U2OS KCNH2 3.1, thallium flux FluxOr; stronger effect = lower value. activity change, % (tested at about 1.8 µM). 340,000 tested, 0.95% active. AID 720553;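 active = maximum activity change below -70%; inconclusive = maximum activity change from -70% to -50%; inactive = maximum activity change above -50%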;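 note: thallium influx rate constant from kinetic fluorescence after stimulation buffer; % is set by controls: 0 for no effect and ±100 for the full control effect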
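Thallium flux via FluxOr fluorescence (Red40 quencher, 45 min loading) in U2OS cells virally expressing the KCNH2 3.1 isoform (1.77 x 10^8 /mL virus, overnight at 37 C). Rate constants from 2-min kinetic reads post-stimulation, normalised to positive and negative controls.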
Mito fusion yeast: mitochondrial division inhibition or fusion activation | S. cerevisiae fusion-defective mutant growth rescue, CellTiterGlo 48 h | Potency, µM (series often up to 46.1 µM), for inactives: at the top dose growth rescue (activation), most hits filed as activators | 320,000 tested, 0.23% active;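 note: potency is the fitted concentration of half-maximal effect; % of control where 0% means no effect; nearly all actives have a fitted effect of over 45% in size; temperature-sensitive fusion mutants such as fzo1-1 at 37 °C on non-fermentable ethanol glycerol medium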
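Growth-rescue viability read-out: after 48 h at the non-permissive 37C in glycerol/ethanol YPEG, yeast mitochondrial fusion mutants are measured by CellTiterGlo luminescence; compounds (23 nl pinned per well) restoring growth score as division inhibitors or fusion activators.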
TSHR antag: human thyrotropin receptor antagonism. P16473. activity change, negative = inhibition, % at 11.5 µM. TSHR-expressing cells, TSH-stimulated cAMP HTRF, 2 h; stronger effect = lower value. AID 504810. 330,000 tested, 0.2% active;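 active = activity change below a set negative limit, meaning inhibition stronger than a set level, cut at about -70% in these data; inconclusive = activity change between two set negative limits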; note: % is set by controls: 0 for no effect and ±100 for the full control effect
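Inhibition of cAMP made by TSHR-expressing cells under TSH stimulation (4nM final, EC80; 2 h, 37 deg C) is quantified with a one-step lysis HTRF kit, anti-cAMP cryptate versus cAMP-d2.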
TCR activator: activators of T cell receptors | Potency, µM (doses to about 9.22 µM), without a hit: top-dose activation of IL-2 secretion, usual class: activators | primary human leukocytes, anti-CD3, IL-2 HTRF, 48 h | 330,000 tested, under 10 active; note: % of control where 0% means no effect
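Primary human leukocytes were stimulated with a-CD3 beads plus compounds for 48 hr without co-stimulation; secreted IL-2 was quantified by HTRF using a-IL-2-K (europium cryptate) and a-IL-2-d2, excited at 320nm with acceptor emission read at 665nm.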
ELG1 DNA repair: blocks ELG1-dependent DNA repair in HEK293T cells | AID 504467 | HEK293T ELG1-luciferase reporter, luminescence, 16 h; DNA damage induced by 5-fluorouridine | 330,000 tested, 2.3% active | Potency, µM (series often up to 46.1 µM), for the others: at the top dose activity change, negative = inhibition, actives largely listed as inhibitors; note: potency is the fitted concentration of half-maximal effect; % is set by controls: 0 for no effect and ±100 for the full control effect; nearly all actives have a fitted effect of over 55% in size
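HEK293T cells expressing luciferase-tagged ELG1 (2,000/well) received 5-Fluorouridine plus compound or DMSO for 16 hr at 37 °C. Luciferase was read by ONE-Glo luminescence after 30 min at room temperature.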
Active calls of the source: *; ? = inconclusive; nt = not tested or not shown; [ ] = dose if it differs, or a comment. Unless noted, calls come from the whole dose curve; as a rule, active = well fitted curve in the direction sought with a large enough effect; inconclusive = small, poorly fitted or top-dose-only effect, or another doubt; inactive = no such curve, though single readings can be large; an effect the other way counts as inactive or inconclusive. An excerpt. The share of hits here may be higher or lower than overall.

SMILES	USP2a inh	TRPV1 ag	KCNH2 WT inh	Eya2 phos inh	A-T KAP1 phos	KCNH2 3.1 inh	Mito fusion yeast	TSHR antag	TCR activator	ELG1 DNA repair
COc1cccc(C2CC(=O)Nc3cc4c(cc32)CCC4)c1 (configuration not stated)	-3.7%	12.3	-1.3	-1.5%	-2.7%	-4.9	?	-3.2	12.7%	-12.0%
O=C(CCc1ccccc1)Nc1nnc(-c2cccs2)o1	0.6%	-1.1	-26.3	-0.1%	13.8%	5.4	-1.5%	-6.3	-26.1%	12.5%
COc1ccccc1C(=O)Nc1ccnn1C1CCN(Cc2cn(C)c3ccccc23)CC1	0.3%	2.6	-26.1	2.5%	0.2%	-76.8*	-9.6%	-7.0	3.5%	2.2%
CCc1noc(C)c1C(=O)OCC(=O)N(CC)c1c(N)n(Cc2ccccc2)c(=O)[nH]c1=O	0.6%	5.3	-3.1	-0.8%	-1.6%	5.5	-1.0%	12.6	-1.6%	19.2%
COc1cc(/C=N/Nc2ccccc2)ccc1O	-1.0%	-0.9	0.3	-9.2%	-4.9%	-9.0	-20.1%	4.2	11.5%	12.8%
Cc1nn(C)c(=O)n1N(C)c1ncc(C(F)(F)F)cc1Cl	-0.7%	2.4	-15.8	-6.3%	-6.3%	-8.8	4.0%	1.0	1.3%	-7.7%
C=CCNC(=O)c1csc(-c2ccccc2)n1	-0.3%	?	-0.4	5.1%	-0.2%	0.5	2.2%	41.0	-1.8%	24.6%
COC(=O)Cc1cnc(NC(=O)C2C3CCC(C3)C2C(=O)O)s1 (configuration not stated)	0.0%	-3.3	0.5	6.3%	3.1%	28.3	-6.1%	7.1	-0.5%	14.0%
CCOC(=O)c1c(C)oc2ccc(OCC(=O)N(CC)CC)cc12	2.9%	-5.8	-1.8	-30.2%	nt	-11.5	-3.5%	-6.2	-2.3%	?
COc1cc2ccccc2cc1C(=O)Nc1ccc(Cl)cn1	-3.9%	-0.4	-0.2	-4.1%	0.0%	12.1	2.3%	-11.6	-4.6%	?
Cc1ccc(NC(=O)Cc2n[nH]c(=O)c3ccccc23)cc1S(=O)(=O)N1CCCCCC1	1.4%	5.8	-25.8	-16.8%	6.4%	9.9	-1.3%	4.9	-3.4%	?
COc1ccc2c(c1)c1ncn(Cc3ccc(F)cc3)c(=O)c1n2C	-0.8%	12.4	10.5	11.0%	-8.8%	13.4	1.5%	-1.0	0.6%	-9.8%
O=C(O)CSc1ccnc2cc(Cl)ccc12	-0.8%	8.0	5.1	-1.3%	5.7%	-6.2	2.4%	-22.4	-3.5%	5.1%
Cn1nnnc1NCc1cccc(Cl)c1Cl	0.1%	4.4	3.8	3.6%	1.1%	-0.4	3.0%	-4.7	-4.8%	-8.8%
Cc1ccoc1C(=O)NCCNc1ccc(Cl)cc1[N+](=O)[O-]	2.2%	14.9	21.5	-10.8%	-9.2%	-0.7	21.1%	-1.1	1.6%[46.1 µM]	4.1%
CCC1CCC(C(=O)NC(C(=O)NCCc2ccc(S(N)(=O)=O)cc2)C(C)C)CC1 (configuration not stated)	2.4%	0.1	-5.3	11.5%	12.3%	-12.8	-5.8%	5.0	9.9%	-6.0%
COc1cc(C(=O)Nc2cc(C)ccn2)cc(OC)c1OC	-0.3%	12.0	1.0	-13.3%	-0.1%	17.3	-1.0%	12.8	-2.5%	-5.5%
O=C(CN1CCOC1=O)N1CCCC(N2CCN(c3cccc(C(F)(F)F)c3)CC2)C1 (configuration not stated)	1.9%	0.1	-9.6	5.8%	3.7%	-0.6	0.7%	-9.2	0.8%	1.1%
O=C(NNC(=O)c1ccccc1C(=O)O)c1ccc(S(=O)(=O)N2CCCCC2)cc1	3.3%	1.9	1.1	-19.0%	-5.6%	-3.0	-0.6%	0.3	-2.2%	16.3%
O=S(=O)(c1ccc(SCCOc2cccc(Br)c2)nc1)N1CCCC1	1.2%	12.3	24.2	4.9%	2.4%	2.1	-11.3%	-3.1	-0.6%	-2.4%
CSc1ccc(CN(C)C(=O)c2cc(=O)c3ccccc3o2)cc1	0.9%	5.4	3.6	-1.6%	6.1%	-9.0	0.2%	-0.5	-1.3%	-9.5%
O=C(NCc1ccccn1)c1ccc(Cl)c(S(=O)(=O)N2CCCCC2)c1	3.8%	3.5	-6.2	-12.1%	1.2%	-1.0	3.7%	2.7	-1.2%	?
COc1ccc(CC(=O)NNC(=O)CSc2nnc(Cc3ccc(OC)cc3)n2-c2ccccc2)cc1	-0.1%	-1.7	nt	5.5%	-3.2%	-6.8	-8.4%	18.6	-1.6%[46.1 µM]	?
CC(=O)c1ccc(S(=O)(=O)N(C)CC(=O)N2CCCCCC2)cc1	-0.6%	4.6	-6.7	9.0%	3.1%	33.7	-2.4%	4.3	13.1%	10.7%
CCCc1c(O)nc(SCC(=O)NCc2ccco2)[nH]c1=O	-10.1%	2.5	10.2	-7.4%	2.8%	-15.8	-0.1%	3.6	nt	4.0%
O=C(NCc1ccccn1)C(C(=O)c1ccc(F)cc1)n1ccccc1=O (configuration not stated)	-1.2%	-2.2	-21.7	5.6%	-0.1%	3.1	-3.7%	2.1	5.2%	13.6%
COCCn1c(SCC(=O)Nc2ccc(NC(C)=O)cc2)nc2c([nH]c3ccccc32)c1=O	-0.4%	-0.6	22.1	1.2%	2.5%	nt	0.6%	-9.8	-5.3%	-9.9%
Cc1cc(C)nc(/N=C(\N)Nc2ccc(-c3ccccc3)cc2)n1	1.0%	5.6	31.6	-7.4%	4.1%	-79.8*	5.7%	-4.6	6.5%	-16.8%
O=C(NCC1CCCCC1)c1cc2ccccc2cc1O	-4.6%	29.0	-7.7	-21.3%	3.0%	-6.0	-4.7%	-39.9	3.0%	?
CC(=N\Nc1ccccc1)/C(=N/O)C(=O)Nc1ccccc1	-1.1%	-7.8	-5.7	4.4%	-4.6%	4.0	0.7%	-4.6	-3.2%	?

The closing two entries of the part before are carried over, then new ones follow.
SMILES	USP2a inh	TRPV1 ag	KCNH2 WT inh	Eya2 phos inh	A-T KAP1 phos	KCNH2 3.1 inh	Mito fusion yeast	TSHR antag	TCR activator	ELG1 DNA repair
O=C(NCC1CCCCC1)c1cc2ccccc2cc1O	-4.6%	29.0	-7.7	-21.3%	3.0%	-6.0	-4.7%	-39.9	3.0%	?
CC(=N\Nc1ccccc1)/C(=N/O)C(=O)Nc1ccccc1	-1.1%	-7.8	-5.7	4.4%	-4.6%	4.0	0.7%	-4.6	-3.2%	?
COC(=O)c1c(C)[nH]c(C)c1-c1cccc([N+](=O)[O-])c1	10.6%	5.5	-2.4	1.1%	-3.6%	-9.8	?	-12.0	-0.6%	?
CCOC(=O)C1=C(COC(=O)c2cccnc2Cl)NC(=O)NC1C (configuration not stated)	2.4%	0.8	-8.6	-11.5%	0.5%	-3.0	-0.5%	-4.4	-3.8%	22.9%
O=C(O)CSc1nnc(COc2cccc3ccccc23)o1	-2.8%	5.3	-6.4	1.0%	14.5%	20.4	2.5%	8.8	4.0%	6.2%
O=C(O)c1cccc(N/N=C/c2cc(Br)cc(Br)c2O)c1	0.3%	-3.8	-1.4	5.7%	4.4%	4.5	12.1%	-25.2	-2.9%	?
NC(=O)CNC(=O)[C@@H]1CC2(CC(c3cccc(Br)c3)=NO2)CN1C(=O)c1ccc(Br)cc1 (some centres not stated)	3.8%	-1.3	2.1	12.6%	-5.5%	-15.4	-2.0%	2.5	-3.0%	-6.5%
O=C(Cc1ccc(-n2c(=O)c3ccccc3n(Cc3ccc(F)cc3)c2=O)cc1)NCC1CCCO1 (configuration not stated)	3.3%	-8.8	11.8	-2.9%	2.8%	3.4	4.1%	17.9	-6.2%[46.1 µM]	10.3µM*
CCCCCC(=O)Nc1cccc(C2=NOC3(C2)C[C@H](C(N)=O)N(C(=O)c2ccccc2C(=O)c2ccccc2)C3)c1 (some centres not stated)	3.1%	3.4	3.1	-4.9%	0.0%	8.4	-0.1%	-2.7	-0.4%	-23.0%

3 compounds already listed, sorted by the number in TCR activator, smallest number first:
canonical_smiles | TCR activator
CCOC(=O)C1=C(COC(=O)c2cccnc2Cl)NC(=O)NC1C (configuration not stated) | -3.8%
COC(=O)c1c(C)[nH]c(C)c1-c1cccc([N+](=O)[O-])c1 | -0.6%
O=C(O)CSc1nnc(COc2cccc3ccccc23)o1 | 4.0%

High-throughput results as filed in PubChem BioAssay.
